AmpC inh no detg: blocks E. coli AmpC beta-lactamase in detergent-free assay; P00811; AmpC nitrocefin hydrolysis, absorbance 480 nm, 0.0001% Triton; Potency, µM (highest dose often 57.1 µM), without a hit: at the highest dose activity change, negative = inhibition, usual class: inhibitors; 330,000 compounds, 0.52% hits;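 note: potency is the fitted concentration of half-maximal effect; plate controls were no compound for no effect and no enzyme for full effect; nearly all actives have a fitted effect of over 20% in size; some results filed as inactive show a strong effect at the top dose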
Target sequence (P00811 whole entry, looked up): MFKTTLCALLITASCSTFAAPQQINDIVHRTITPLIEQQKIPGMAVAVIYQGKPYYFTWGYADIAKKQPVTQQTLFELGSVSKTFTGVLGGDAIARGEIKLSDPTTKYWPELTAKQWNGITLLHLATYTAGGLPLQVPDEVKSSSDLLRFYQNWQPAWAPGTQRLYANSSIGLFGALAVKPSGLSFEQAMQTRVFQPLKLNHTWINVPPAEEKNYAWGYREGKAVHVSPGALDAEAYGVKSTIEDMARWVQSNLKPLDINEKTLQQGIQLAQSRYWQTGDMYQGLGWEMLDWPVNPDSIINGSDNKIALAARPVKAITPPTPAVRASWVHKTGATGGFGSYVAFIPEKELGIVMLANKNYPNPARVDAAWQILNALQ
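AmpC (5.3 nM in the dispensed reagent) in 20 mM phosphate pH 7.0 with 0.01% (detergent screen) or 0.0001% Triton X-100 was preincubated with compounds for 15 min at room temperature. Nitrocefin was then added from an 800 uM solution, and hydrolysis was followed at 480 nm.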
HCMV antiviral: inhibitors of human cytomegalovirus; HFF cells, HCMV-luciferase reporter, 72 h; stronger effect = lower value; activity change, negative = inhibition, % at 57.5 µM; 410,000 compounds, 4.5% hits; in the data active = activity change below about -60%; inconclusive = no clear call, values can overlap the other calls; inactive = above about -39%
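Two-dose cell screen: HFF monolayers treated with compounds and infected with luciferase-expressing HCMV at 1 PFU/cell, 72 h at 37C, then lysed for luciferase measurement.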
TbPYK inhibitor: T. brucei pyruvate kinase inhibition | TbPYK enzyme, Kinase-Glo Plus ATP luminescence, 45 min | Potency, µM (titrated, usually from 76.8 µM), for the others: top-dose activity, negative = inhibition, hits mostly inhibitors | 410,000 compounds, 0.12% hits; note: potency is the fitted concentration of half-maximal effect; nearly all actives have a fitted effect of over 50% in size
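Assay buffer: 50 mM TEA pH 7.2, 100 mM KCl, 10 mM MgCl2, 0.05% BSA, 0.01% Tween-20. Pyruvate kinase from T. brucei plus substrate met compound, then ADP (130 uM final). Luminescence was read post 45 min RT.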
LmPK inh: blocks Leishmania mexicana pyruvate kinase activity; Q27686; purified LmPK, Kinase-Glo ATP luminescence, 1 h; Potency, µM (top dose mostly 57.5 µM), inactives show top-dose activity change, negative = inhibition, actives largely listed as inhibitors; 290,000 compounds, 0.37% hits; note: potency is the fitted concentration of half-maximal effect
Target sequence (Q27686 whole entry, looked up): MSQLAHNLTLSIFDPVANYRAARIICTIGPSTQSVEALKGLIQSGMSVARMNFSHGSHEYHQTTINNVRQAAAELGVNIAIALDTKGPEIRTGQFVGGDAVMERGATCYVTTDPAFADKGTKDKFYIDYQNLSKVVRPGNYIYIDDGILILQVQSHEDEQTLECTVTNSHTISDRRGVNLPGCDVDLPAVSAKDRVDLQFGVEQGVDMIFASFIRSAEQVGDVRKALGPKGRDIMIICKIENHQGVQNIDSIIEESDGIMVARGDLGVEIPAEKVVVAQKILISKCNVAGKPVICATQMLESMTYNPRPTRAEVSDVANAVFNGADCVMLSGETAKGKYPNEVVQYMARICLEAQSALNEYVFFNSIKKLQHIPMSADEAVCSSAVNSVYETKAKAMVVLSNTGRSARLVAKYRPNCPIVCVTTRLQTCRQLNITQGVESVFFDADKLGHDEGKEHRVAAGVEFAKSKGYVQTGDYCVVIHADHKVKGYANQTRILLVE
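Purified LmPK (0.1 nM) converted ADP (0.1 mM) to ATP with PEP (0.5 mM) in imidazole buffer pH 7.2 with KCl and MgCl2, 1 h at room temperature. ATP was read by Kinase-Glo luminescence; data normalized to uninhibited and no-enzyme controls.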
AMA1-RON2 inh: inhibitors of Plasmodium falciparum AMA1-RON2 interaction. AlphaScreen AMA1-biotinylated RON2 peptide binding. Potency, µM (highest dose often 58.2 µM), for the others: at the top dose activity change, negative = inhibition, hits mostly inhibitors. 360,000 compounds, 0.2% hits. AID 720542;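 note: potency is the fitted concentration of half-maximal effect; 0% = vehicle wells and -100% = peptide control; nearly all actives have a fitted effect of over 45% in size; some results filed as inactive show a strong effect at the top dose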
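AMA1 (3D7) with his tag at 25 nM final met compounds first, then biotinylated RON2 peptide at 25 nM; detection used donor plus acceptor beads, 10 µg/mL apiece, read by AlphaScreen after 30 min at room temperature.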
AmpC detergent: AmpC beta-lactamase inhibition with detergent present | P00811 | AmpC hydrolysis of nitrocefin, absorbance 480 nm, 0.01% Triton | Potency, µM (highest dose often 114 µM), for inactives: top-dose activity change, negative = inhibition, usual class: inhibitors | 370,000 compounds, 0.041% hits | AID 485294;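 note: potency is the fitted concentration of half-maximal effect; 0% = no-compound wells and -100% = no-enzyme wells; nearly all actives have a fitted effect of over 25% in size; some results filed as inactive show a strong effect at the top dose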
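20 mM phosphate pH 7.0 + 0.01% (detergent screen) or 0.0001% Triton X-100; 5.3 nM AmpC reagent; cpd preinc 15 min RT; nitrocefin (800 uM stock) to start; A480 q20 s × 4 min; Activity was normalised to no-enzyme and no-compound control wells.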
Sm TGR inh: S. mansoni TGR enzyme inhibition; Q962Y6; purified TGR, DTNB reduction, TNB absorbance 405 nm; Potency, µM (doses to about 114 µM), inactives show at the highest dose activity change, negative = inhibition, actives largely listed as inhibitors; 360,000 compounds, 3% hits; note: potency is the fitted concentration of half-maximal effect; nearly all actives have a fitted effect of over 60% in size
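Kinetic colorimetric format: TGR-catalysed, NADPH-driven DTNB reduction monitored via TNB absorbance. Enzyme dispensed at 20 nM; compound exposure 15 min at room temperature before reaction start.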
Starred values were filed as active, the others as inactive; ? = inconclusive; nt = no result given; [ ] = dose if it differs, or a comment. Unless noted, calls come from the whole dose curve; as a rule, active = well fitted curve in the direction sought with a large enough effect; inconclusive = small, poorly fitted or top-dose-only effect, or another doubt; inactive = no such curve, though single readings can be large; an effect the other way counts as inactive or inconclusive. Unless noted, % is set by controls: 0 for no effect and ±100 for the full control effect.

Letter code: A = AmpC inh no detg; B = HCMV antiviral; C = TbPYK inhibitor; D = LmPK inh; E = AMA1-RON2 inh; F = AmpC detergent; G = Sm TGR inh
[1] Cc1ccc(NC(=O)Cn2cc(S(=O)(=O)Cc3ccccc3)c3ccccc32)cc1C
  A: nt; B: 0; C: 1%[15.4 µM]; D: nt; E: nt; F: 5%; G: -2%
[2] CCn1c(=O)cc(SCC(=O)NCc2ccc(F)cc2Cl)c2ccccc21
  A: nt; B: 13; C: 1%; D: nt; E: nt; F: 19%; G: 7%
[3] Cc1ccc(-c2csc3nc(=O)c(C)nn23)cc1
  A: -9%; B: -3; C: 2%; D: -3%; E: 4%; F: ?; G: -2%
[4] O=C(c1ccc(F)cc1)C1CCN(C(=O)c2ccncc2)CC1
  A: 32%; B: 3; C: 3%; D: 3%; E: -2%; F: -11%; G: -1%
[5] O=C(COc1ccc(-n2cnnn2)cc1)Nc1ccccc1OC(F)F
  A: -11%; B: -24; C: 1%; D: nt; E: 0%; F: 0%; G: -5%
[6] CCOC(=O)CCc1c(C)c2ccc(OCC(=O)N3CCOCC3)c(C)c2oc1=O
  A: 58%; B: 51; C: 3%; D: -9%; E: 3%; F: 6%; G: 12%
[7] CC(=O)c1cccc(N(CC(=O)N2CCOCC2)S(C)(=O)=O)c1
  A: -10%; B: 8; C: -5%; D: -8%; E: 15%; F: -2%; G: 47%[activator]
[8] Cc1cc(NC(=O)CSc2nc(CCC3CCCC3)nc3ccccc23)no1
  A: -21%; B: ?; C: -12%; D: -4%; E: 32%[activator]; F: 1%; G: -8%
[9] C=CCC(c1ccccc1F)N(CCN1CCOCC1)C(=O)Nc1cccc(Cl)c1 (stereo not given)
  A: 50%; B: 16; C: nt; D: 3%; E: -4%; F: 3%; G: -14%
[10] O=C(NCC1CCN(Cc2cccc(Cl)c2)CC1)c1cc2ccc3cccnc3c2[nH]1
  A: nt; B: -23; C: -4%; D: nt; E: nt; F: 10%; G: 15%
[11] O=S(=O)(c1cccs1)N1CCN(c2ccc(F)cc2)CC1
  A: -17%; B: -16; C: -5%; D: -1%; E: -19%; F: 1%; G: -2%
[12] CN(C)S(=O)(=O)c1ccc2c(c1)N(CC(=O)Nc1ccc(OC(F)(F)F)cc1)C(=O)CS2
  A: nt; B: -12; C: -3%; D: nt; E: nt; F: -9%; G: -3%
[13] C=CCn1c(SCC(=O)N2CCCCCC2)nc2ccccc2c1=O
  A: 32%; B: ?; C: 8%; D: -1%; E: 0%; F: -2%; G: -2%
[14] CSc1nc2ccc(NS(=O)(=O)c3ccc(CNC(C)=O)cc3)cc2s1
  A: 26%; B: 12; C: -7%; D: nt; E: -1%; F: -4%; G: -1%
[15] COc1cccc(N2CCN(C(=O)CN(C)S(=O)(=O)c3ccc4c(c3)CCC(=O)N4)CC2)c1
  A: 73%[activator]; B: 4; C: 1%; D: 10%; E: -3%; F: -8%; G: -8%
[16] CCOC(=O)c1cc(Br)c(=O)n2ccccc12
  A: -11%; B: 41; C: 5%; D: -4%; E: 2%; F: -4%; G: -32%
[17] O=C(Cc1ccc(-c2ccccc2)cc1)NCCS(=O)(=O)N1CCN(c2ccccc2)CC1
  A: nt; B: 64; C: 2%; D: nt; E: nt; F: -9%; G: -11%
[18] O=C(O)CSc1cccc[n+]1[O-]
  A: nt; B: -32; C: -2%; D: -4%; E: -9%; F: 2%; G: 6%
[19] CCC1COCCS(=O)(=O)N1Cc1ccc(F)cc1 (stereo not given)
  A: -6%; B: -6; C: 1%; D: -1%; E: -2%; F: ?; G: 4%
[20] CN(C)c1oc(-c2ccccc2[N+](=O)[O-])nc1C#N
  A: -8%; B: 3; C: ?; D: -17%; E: -3%; F: 9%; G: 35µM*
[21] COc1ccc(C(C)NC(=S)NCc2ccc(F)cc2)cc1OC (stereo not given)
  A: -14%; B: -1; C: -6%; D: -10%; E: -19%; F: -1%; G: -20%
[22] CCCCn1nc(C(=O)Nc2ccccc2N2CCCC2)c2ccccc2c1=O
  A: 15%; B: -29; C: 0%; D: nt; E: -10%[11.6 µM]; F: ?; G: -16%
[23] Cc1cccc(C)c1NC(=O)c1nc(SC(C)C)ncc1Cl
  A: nt; B: -13; C: -1%; D: nt; E: nt; F: 7%; G: 0%
[24] Cc1ccc(N(C(=O)c2ccccc2Cl)C2=NC(C)CS2)c(C)c1 (stereo not given)
  A: -18%; B: ?; C: -3%; D: 1%; E: -10%; F: ?; G: 0%
[25] O=c1cc(CNc2cc(Cl)ccc2Cl)nc2sccn12
  A: -13%; B: -5; C: 1%; D: 3%; E: -3%; F: ?; G: -14%
[26] O=C1C2CCCN2C(c2ccncc2)N1c1ccc(Cl)c(Cl)c1 (stereo not given)
  A: 50%; B: 34; C: 3%; D: 5%; E: 3%; F: 1%; G: 0%
[27] Cn1cc(Br)c(C(=O)Nc2sc3c(c2C#N)CCC3)n1
  A: -18%; B: -4; C: -8%; D: 0%; E: 12%; F: -13%; G: -1%
[28] Cc1c2c(c(C)n1C)C(C(=O)NC1CCCCC1)N(Cc1ccccc1)C2=O (stereo not given)
  A: -12%; B: 6; C: -17%; D: -1%[11.5 µM]; E: -16%; F: -1%; G: 7%
[29] Cc1nnc(SCC(=O)N2CC(=O)Nc3ccccc32)s1
  A: -9%; B: 2; C: 4%; D: 3%; E: -2%; F: -3%; G: 3%
[30] O=[N+]([O-])c1cc(-c2nc(-c3ccccc3)no2)ccc1NCc1cccnc1
  A: nt; B: 51; C: 1%; D: nt; E: nt; F: -4%; G: -8%
[31] COc1ccc(C(=O)/C=C/Nc2ccc(S(=O)(=O)Nc3nc(C)cc(C)n3)cc2)c(OC)c1
  A: 31%; B: 10; C: 1%; D: 10%; E: -11%; F: 0%; G: -1%
[32] CC(NC(=O)CNC(=O)c1ccc2c(c1)OCO2)c1ccc(S(N)(=O)=O)cc1 (stereo not given)
  A: -11%; B: 33; C: 7%; D: nt; E: -15%; F: -2%; G: ?
[33] Clc1ccc(-c2nnc3sc(-c4ccco4)nn23)c(Cl)c1
  A: -12%; B: nt; C: nt; D: -4%; E: nt; F: ?; G: -3%
[34] Cc1ccc(NC(=O)CCN2CC(C)OC(C)C2)cc1C (stereo not given)
  A: 23%; B: 43; C: -6%; D: 7%; E: -2%; F: ?; G: 0%
[35] CN(CC(=O)NCc1ccccc1Cl)CC(=O)Nc1ccccc1Br
  A: 41%; B: 21; C: -2%; D: nt; E: 45%[activator]; F: 7%; G: -1%
[36] COc1ccc(-n2cc(CNC3CCOCC3)c(-c3cccc(F)c3)n2)cc1
  A: 124%[activator]; B: 3; C: 5%; D: 8%; E: -8%; F: -9%; G: 4%
[37] O=C(O)C1=C[C@@H](c2ccc3c(c2)OCO3)C[C@@H](OCCCCO)O1
  A: 14%; B: 18; C: -7%; D: 9%; E: 47%[activator]; F: -6%; G: 45µM*
[38] Cc1ccc(OCc2nc(-c3ccc(C(=O)N4CCN(c5ccccc5F)CC4)cc3)oc2C)cc1
  A: nt; B: -5; C: 1%; D: nt; E: nt; F: -1%; G: 1%
[39] O=C1Nc2ccc(S(=O)(=O)NCc3ccco3)c3cccc1c23
  A: nt; B: 13; C: 1%; D: nt; E: 9%; F: nt; G: nt
[40] O=C(N/N=C/c1ccccc1)c1c(O)c2ccccc2[nH]c1=O
  A: -24%; B: -92*; C: 0%; D: 1%; E: 62%[activator]; F: -7%; G: -6%
[41] O=C(c1ccc(Cl)cc1)C1CCCN(Cc2ccc3nonc3c2)C1 (stereo not given)
  A: -29%; B: -25; C: 0%; D: 2%; E: 3%; F: 5%; G: 10%
[42] O=C(N1CCOCC1)C12CC3CC(C1)CC(c1ccccc1)(C3)C2
  A: 64%[activator]; B: -22; C: nt; D: 6%; E: -10%; F: -19%; G: 6%
[43] Cc1ccc2nc(CSc3nc(C)cc(C)c3C#N)[nH]c2c1
  A: 58%; B: 12; C: 1%; D: -1%; E: 68%[activator]; F: -15%; G: -18%
[44] O=C(N/N=C/c1ccco1)c1cc(-c2ccc(Br)s2)[nH]n1
  A: -32%; B: 4; C: 0%; D: 8%; E: 74%[activator]; F: 2%; G: 1%
[45] C/C(=N\NC(=O)c1cccc(S(=O)(=O)N2CCOCC2)c1)c1cc2ccccc2o1
  A: -13%; B: -19; C: 1%; D: 4%; E: 16%; F: -13%; G: -1%
[46] Nc1nc(N)c(N=O)c(Nc2ccc(Cl)c(Cl)c2)n1
  A: nt; B: 17; C: 2%; D: nt; E: 60%[activator]; F: nt; G: nt
[47] Cc1[nH]nc(Nc2ccc(Br)cc2)c1[N+](=O)[O-]
  A: -15%; B: 84; C: 2%; D: -1%; E: -3%; F: -8%; G: -14%
[48] O=C(c1ccccc1F)c1cn(Cc2ccc(F)cc2)c2ccccc12
  A: -52%; B: -1; C: 0%; D: 3%; E: -21%; F: -14%; G: -5%
[49] CCS(=O)(=O)n1nc(-c2ccco2)nc1SC
  A: nt; B: -12; C: ?; D: 8%; E: 1%; F: -13%; G: ?
[50] O=C1CSC(=S)N1N=Cc1ccc(OCc2ccccc2)cc1
  A: nt; B: -23; C: -21%; D: nt; E: 118%[activator]; F: nt; G: nt

Among those listed so far, 6 have two or more sulfur atoms:
Letter code: A = AmpC inh no detg; B = HCMV antiviral; C = TbPYK inhibitor; D = LmPK inh; E = AMA1-RON2 inh; F = AmpC detergent; G = Sm TGR inh
[11] O=S(=O)(c1cccs1)N1CCN(c2ccc(F)cc2)CC1
  A: -17%; B: -16; C: -5%; D: -1%; E: -19%; F: 1%; G: -2%
[12] CN(C)S(=O)(=O)c1ccc2c(c1)N(CC(=O)Nc1ccc(OC(F)(F)F)cc1)C(=O)CS2
  A: nt; B: -12; C: -3%; D: nt; E: nt; F: -9%; G: -3%
[14] CSc1nc2ccc(NS(=O)(=O)c3ccc(CNC(C)=O)cc3)cc2s1
  A: 26%; B: 12; C: -7%; D: nt; E: -1%; F: -4%; G: -1%
[29] Cc1nnc(SCC(=O)N2CC(=O)Nc3ccccc32)s1
  A: -9%; B: 2; C: 4%; D: 3%; E: -2%; F: -3%; G: 3%
[49] CCS(=O)(=O)n1nc(-c2ccco2)nc1SC
  A: nt; B: -12; C: ?; D: 8%; E: 1%; F: -13%; G: ?
[50] O=C1CSC(=S)N1N=Cc1ccc(OCc2ccccc2)cc1
  A: nt; B: -23; C: -21%; D: nt; E: 118%[activator]; F: nt; G: nt

Source: PubChem BioAssay (National Center for Advancing Translational Sciences (NCATS))

This is a random part of the collection. Share with any hit: about 7.4%.
